Screens as filed in PubChem.
Dengue virus CPE: antivirals protecting cells from dengue CPE – CPE readout, HTS (AID 540333) | CPE inhibition, % at 20 µM | Dengue virus CPE inhibition in host cells; hits give high values | hit rate 3.1% among 10,000; in the data active = CPE inhibition mostly above about 9.1%, no sharp cut-off; inactive = mostly below about 7.2%
* = called active by the depositor; i = inactive. An excerpt (hit frequency here may not be typical).

canonical_smiles	Dengue virus CPE
Cc1nn(Cc2ccccc2Cl)c(Cl)c1C(=O)OC(C(=O)NC(N)=O)C(C)C (configuration not stated)	0.7
O=C(c1cc([N+](=O)[O-])ccc1N1CCNCC1)N1CCOCC1	0.1
COC(=O)C1=C(c2ccc(F)cc2F)C[C@@H]2CC[C@H]1N2C(=O)NCC1CC1	1.6
COC(=O)C1=C(c2cc3ccccc3o2)C[C@@H]2CC[C@H]1N2C(=O)N1CCCCC1	0.1
COC(=O)C1=C(c2ccc(S(C)(=O)=O)cc2)C[C@@H]2CC[C@H]1N2C(=O)NCc1ccc(C(F)(F)F)cc1	0.3
O=[N+]([O-])c1cc(S(=O)(=O)c2ccc(O)c([N+](=O)[O-])c2)ccc1O	i
O=c1[nH]c(=O)n(CC2CCCO2)c(O)c1/C=C1\C=Nc2ccccc21 (configuration not stated)	i
COC(=O)C1=C(c2ccc3ccccc3c2)C[C@@H]2CC[C@H]1N2C(=O)NC1Cc2ccccc2C1	6.9
COC(=O)C1=C(c2ccc(F)cc2F)C[C@@H]2CC[C@H]1N2C(=O)NC1CCCCC1	2.1
Brc1ccc2[nH]cc(/C=N/N3CCCCC3)c2c1	5.6

Arranged by SMILES length (high to low): 3 of the compounds above.
canonical_smiles	Dengue virus CPE
COC(=O)C1=C(c2ccc(S(C)(=O)=O)cc2)C[C@@H]2CC[C@H]1N2C(=O)NCc1ccc(C(F)(F)F)cc1	0.3
COC(=O)C1=C(c2ccc3ccccc3c2)C[C@@H]2CC[C@H]1N2C(=O)NC1Cc2ccccc2C1	6.9
COC(=O)C1=C(c2cc3ccccc3o2)C[C@@H]2CC[C@H]1N2C(=O)N1CCCCC1	0.1

More results.
canonical_smiles	Dengue virus CPE
C/C(=N\Nc1ccccc1)c1c(O)n(C)c(=O)n(C)c1=O	i
COc1cc(N2CCOCC2)ccc1/C=C1\C(=O)NC(=O)N(C2CCCCC2)C1=O	i
C=CCN1C(=O)/C(=C\c2ccc(N3CCOCC3)o2)C(=O)NC1=S	i
Cc1ccc(N2C(=O)NC(=O)/C(=C/C=C/c3ccco3)C2=O)cc1	i
COC(=O)C1=C(c2cc3ccccc3o2)C[C@@H]2CC[C@H]1N2C	0.8
Cc1nn(Cc2ccccc2)c(C)c1C(=O)OCC(=O)NC1CCS(=O)(=O)C1 (configuration not stated)	i
CN1c2ccc([N+](=O)[O-])cc2CC2(C(=O)NC(=O)NC2=O)C1c1ccccc1 (configuration not stated)	i
Cc1ccc2c(c1)=C/C(=C\c1c(O)[nH]c(=O)[nH]c1=O)C(=O)N=2	0.7
N#Cc1c(Cl)nc(Cl)c2c1CCN(Cc1ccccc1)C2	3.6
C=CCN1C(=O)/C(=C/c2cccs2)C(=O)NC1=S	5.5

Seven entries drawn at random from those above:
canonical_smiles	Dengue virus CPE
CN1c2ccc([N+](=O)[O-])cc2CC2(C(=O)NC(=O)NC2=O)C1c1ccccc1 (configuration not stated)	i
Cc1ccc2c(c1)=C/C(=C\c1c(O)[nH]c(=O)[nH]c1=O)C(=O)N=2	0.7
Cc1ccc(N2C(=O)NC(=O)/C(=C/C=C/c3ccco3)C2=O)cc1	i
N#Cc1c(Cl)nc(Cl)c2c1CCN(Cc1ccccc1)C2	3.6
C=CCN1C(=O)/C(=C/c2cccs2)C(=O)NC1=S	5.5
C=CCN1C(=O)/C(=C\c2ccc(N3CCOCC3)o2)C(=O)NC1=S	i
COC(=O)C1=C(c2cc3ccccc3o2)C[C@@H]2CC[C@H]1N2C	0.8

(further entries)
canonical_smiles	Dengue virus CPE
O=Cc1c(C(=O)O)n(Cc2ccc(Cl)cc2)c2ccccc12	0.2
CCCc1nc2ccc(Br)cc2c(=O)n1-c1ccc([N+](=O)[O-])c(C(F)(F)F)c1	1.0
CCOP(=O)(OCC)C(NC(=O)c1cccc2ccccc12)C(Cl)(Cl)Cl (configuration not stated)	2.3
COc1ccc(/C=C/C(=O)c2c(O)n(CCC3=CCCCC3)c(=O)[nH]c2=O)cc1	9.4*
